Screens deposited in PubChem by National Center for Advancing Translational Sciences (NCATS).
CBFb RUNX1 block: inhibitors of human CBF-beta and RUNX1 interaction; Q01196+Q13951; AlphaScreen CBFb-His/RUNX1-biotin binding, biochemical; Potency, µM (highest dose often 59.8 µM), inactives show top-dose activity, negative = inhibition, most hits filed as inhibitors; 230,000 tested, under 10 active; AID 1477; further: % of control where 0% means no effect
Target sequence (Q01196 whole entry, looked up): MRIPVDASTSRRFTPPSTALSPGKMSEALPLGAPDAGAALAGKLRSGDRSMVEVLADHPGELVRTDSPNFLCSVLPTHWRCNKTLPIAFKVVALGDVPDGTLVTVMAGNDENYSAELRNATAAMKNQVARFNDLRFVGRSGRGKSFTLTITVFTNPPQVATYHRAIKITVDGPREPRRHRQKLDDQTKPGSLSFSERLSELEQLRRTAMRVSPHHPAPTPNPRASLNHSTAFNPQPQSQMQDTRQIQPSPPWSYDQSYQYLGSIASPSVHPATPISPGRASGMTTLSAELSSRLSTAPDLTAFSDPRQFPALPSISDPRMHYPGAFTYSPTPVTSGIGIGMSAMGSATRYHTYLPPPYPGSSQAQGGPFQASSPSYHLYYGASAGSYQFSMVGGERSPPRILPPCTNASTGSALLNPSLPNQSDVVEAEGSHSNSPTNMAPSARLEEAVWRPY
Target sequence (Q13951 whole entry, looked up): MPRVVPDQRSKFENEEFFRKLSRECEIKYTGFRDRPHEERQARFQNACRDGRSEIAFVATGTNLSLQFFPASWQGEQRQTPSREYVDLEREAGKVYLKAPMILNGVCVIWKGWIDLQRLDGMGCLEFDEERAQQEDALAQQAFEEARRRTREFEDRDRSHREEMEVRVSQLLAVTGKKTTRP
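Room-temperature protein-protein interaction test with 30 nM each of His-tagged CBF-beta and biotinylated RUNX1, 15 min with compound, then 90 min with nickel plus streptavidin beads. Signal read in AlphaScreen mode.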
Lamin A splicing: LMNA splicing modulation; Potency, µM (highest dose often 46.1 µM), for the others: at the highest dose ratio change, negative = inhibition, actives largely listed as inhibitors; HeLa LMNA splicing GFP/RFP minigene ratio, 48 h; 200,000 compounds, 0.01% hits; AID 1487; active means well fitted inhibition curve with a large enough effect in the signal ratio, with a control signal flat, not every such curve was filed as active; inconclusive means small, poorly fitted or top-dose-only effect, or effect the other way, or a change in a side signal; the % refers to the signal ratio; further: potency means the concentration at half of the fitted maximal effect; on the % scale 0 is the no-effect control and ±100 the full control effect
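S3 HeLa cells stably expressing lamin A-EGFP splicing minigene plus DsRed2, 600 cells/well, 48 h compound exposure at 37C. Laser-scanning cytometry; analysed as GFP (500-530 nm)/RFP (575-640 nm) total intensity ratio; 0.5% DMSO vehicle.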
Epigenetic derep: regulators of epigenetic silencing causing reporter derepression in mouse cells; Potency, µM (series often up to 53.9 µM), without a hit: at the highest dose GFP activation, actives largely listed as activators; 280,000 compounds, 0.2% hits; murine LDR cells, GFP reporter derepression, 30 h; further: potency means the concentration at half of the fitted maximal effect; % of control where 0% means no effect; nearly all actives have a fitted effect of over 60% in size
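Readout is the number of GFP-expressing murine LDR cells, counted by cytometry following washing. Cells were treated with compound for 30 h at 37 C; the stably integrated CMV-GFP locus is normally silent.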
NPSR antagonist: blocks cAMP signaling of the human neuropeptide S receptor | AID 1461 | CHO-NPSR cells, cAMP TR-FRET, antagonist mode | Q6W5P4 | 220,000 compounds, 1% hits | Potency, µM (top dose mostly 38.3 µM), for inactives: at the top dose activity change, negative = inhibition, actives largely listed as inhibitors; further: potency means the concentration at half of the fitted maximal effect; on the % scale 0 is the no-effect control and ±100 the full control effect; nearly all actives have a fitted effect of over 50% in size; many of its hits are not listed in these tables
Target sequence (Q6W5P4 whole entry, looked up): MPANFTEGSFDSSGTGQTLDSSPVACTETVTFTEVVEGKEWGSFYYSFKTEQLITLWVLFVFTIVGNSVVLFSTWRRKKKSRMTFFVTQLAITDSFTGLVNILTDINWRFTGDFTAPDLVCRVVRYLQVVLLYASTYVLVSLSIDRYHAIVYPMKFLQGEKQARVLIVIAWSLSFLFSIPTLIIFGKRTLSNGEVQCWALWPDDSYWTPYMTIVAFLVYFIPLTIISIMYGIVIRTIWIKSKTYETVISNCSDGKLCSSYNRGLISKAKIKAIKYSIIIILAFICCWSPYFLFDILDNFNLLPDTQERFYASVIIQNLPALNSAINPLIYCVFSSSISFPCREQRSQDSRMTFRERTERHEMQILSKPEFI
HTT aggregate: inhibitors of mutant huntingtin aggregate formation in PC12 cells; 220,000 compounds, 1.1% hits; PC12 HttQ103-GFP aggregates, Acumen cytometry, 40 h; AID 1688; Potency, µM (highest dose often 46.1 µM), without a hit: at the highest dose activity change, negative = inhibition, hits mostly inhibitors; further: potency means the concentration at half of the fitted maximal effect; on the % scale 0 is the no-effect control and ±100 the full control effect; nearly all actives have a fitted effect of over 60% in size
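Steps: seed 1500 PC12 HTTQ103-GFP cells/well; add tebufenozide, 100 nM final; add compound titration; add ATPLite reagent; quantify GFP aggregates by laser scanning cytometry.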
IMPase Li cell: cell-permeable IMPase inhibitors with lithium potentiation | CHO-M1 cells, IP1 TR-FRET (IP-One), carbachol + lithium | Potency, µM (titrated, usually from 59.4 µM), for inactives: top-dose activity, negative = IMPase inhibition, most hits filed as inhibitors | 210,000 compounds, 0.35% hits | AID 1457;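 further: IP1 builds up when IMPase is blocked and the TR-FRET signal falls; potency means the concentration at half of the fitted maximal effect; plate controls were basal vehicle for no effect and high inhibitor control for full effect; nearly all actives have a fitted effect of over 50% in size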
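Steps: plate 2000 CHO-M1 cells per well and culture 16–30 h; add compound and lithium; incubate 30 min, 37C; add d2-IP1 tracer and Eu cryptate anti-IP1 antibody in lysis buffer; read after 10 min at room temperature.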
KinaseGlo FLuc: Kinase-Glo luciferase inhibition (counter-screen); Q27757; Kinase-Glo luciferase, ATP luminescence, 8 min; Potency, µM (top dose mostly 38.3 µM), inactives show at the top dose activity change, negative = inhibition, hits mostly inhibitors; 200,000 compounds, 0.28% hits; further: potency means the concentration at half of the fitted maximal effect; on the % scale 0 is the no-effect control and ±100 the full control effect; nearly all actives have a fitted effect of over 60% in size
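Compounds were added to a substrate mix at pH 7.2 (50 mM imidazole, 10 uM ATP, within the enzyme's linear range), followed by Kinase-Glo detection reagent; luminescence was measured after 8 minutes at ambient temperature.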
The depositor's hits bear a star; ? = inconclusive; · = not tested or not shown; & = joins results of further samples; [ ] = another dose, or the depositor's remark. Unless noted, the call rests on the fitted dose curve; in most records, active means well fitted curve in the direction sought with a large enough effect; inconclusive means small, poorly fitted or top-dose-only effect, or another doubt; inactive means no such curve, though single readings can be large; an effect the other way counts as inactive or inconclusive.

Start of the data: the first three compounds as a preview:
Below each compound: Epigenetic derep, IMPase Li cell, CBFb RUNX1 block, HTT aggregate, Lamin A splicing, KinaseGlo FLuc, NPSR antagonist
1. Cc1cc(C)nc(SCC(=O)c2c(N)n(C)c(=O)n(C)c2=O)n1
  0.0%, 20%[38.3 µM], 3%, -9%, -5%, -4%, 1%[46.1 µM]
2. CNS(=O)(=O)c1cccc(C(=O)OCC(=O)Nc2ccccc2OC(F)F)c1
  -4.3%, 14%[38.3 µM], 4%, 0%, 11%, 6%, 10%[46.1 µM]
3. COC(=O)CCN(C(C)=O)c1ccc(N)cc1
  -1.0%, 18%[38.3 µM], 4%, -5%, -4%, -2%, -1%[46.1 µM]

The list itself, previewed entries included:
Below each compound: Epigenetic derep, IMPase Li cell, CBFb RUNX1 block, HTT aggregate, Lamin A splicing, KinaseGlo FLuc, NPSR antagonist
1. Cc1cc(C)nc(SCC(=O)c2c(N)n(C)c(=O)n(C)c2=O)n1
  0.0%, 20%[38.3 µM], 3%, -9%, -5%, -4%, 1%[46.1 µM]
2. CNS(=O)(=O)c1cccc(C(=O)OCC(=O)Nc2ccccc2OC(F)F)c1
  -4.3%, 14%[38.3 µM], 4%, 0%, 11%, 6%, 10%[46.1 µM]
3. COC(=O)CCN(C(C)=O)c1ccc(N)cc1
  -1.0%, 18%[38.3 µM], 4%, -5%, -4%, -2%, -1%[46.1 µM]
4. O=C1C2CC=CCC2C(=O)N1c1ncn[nH]1 (configuration not stated)
  1.4%, 10%[38.3 µM], -14%, 6%, 9%, -2%, 7%[46.1 µM]
5. COc1ccc(C(=O)OCC(=O)Nc2ccc(OC(F)F)cc2)c(OC)c1
  -2.8%, 23%[38.3 µM], 2%, 25%, -5%, -4%, -17%[46.1 µM]
6. CNC(=O)NC(=O)COC(=O)c1ccc(-n2c(C)ccc2C)cc1
  0.9%, ·, ?, ?, 0%, ·, -10%[46.1 µM]
7. CC(=O)c1c(C)[nH]c(C(=O)CSc2nc3ccccc3c(=O)n2CCCO)c1C
  0.1%, 0%, -4%, -7%, 17%[46 µM], 0%, -8%
8. Oc1c(C(Nc2cccc(C(F)(F)F)c2)c2ccncc2)ccc2cccnc12 (configuration not stated)
  ?, 7%, -26%, ?, ?, 1%, -25%
9. Cc1ccc(C(=O)NCC#N)cc1
  1.1%, -2%, 8%, 3%, -4%[9.22 µM], 0%, 9%
10. CCn1c2ccccc2c2nnc(SCC(=O)N3CC(C)OC(C)C3)nc21 (configuration not stated)
  0.0%, 52%[activator][38.3 µM], 5%, 34%[9.22 µM], -13%, -3%, 5%[46.1 µM]
11. Cc1cc(C)cc(NC(=O)c2ccc(S(=O)(=O)C(F)F)cc2)c1
  0.0%, -3%, -2%, -10%, -8%, 3%, -5%
12. Cc1cccc(N2CCN(C(=O)C3COc4ccccc4O3)CC2)c1C (configuration not stated)
  -0.1%, 12%, -2%, -5%, ?, 2%, -12%
13. COC(=O)C1C(=O)c2c([nH]c(C(=O)OC3CCCC3C)c2C)CC1C (configuration not stated)
  0.0%, 14%[38.3 µM], 8%, ?, -15%, 0%, ?
14. N/C(=N\O)c1cccc(CS(=O)(=O)c2ccccn2)c1
  -1.4%, ·, 4%, -3%[9.22 µM], ·, ·, -3%[7.67 µM]
15. CC(=O)N1CCN(c2ccc(Oc3nnnn3-c3ccccc3)cc2)CC1
  -1.9%, -8%[38.3 µM], 1%, -20%, ?, -6%, -2%[46.1 µM]
16. Cc1[nH]c2ccccc2c1C(=O)C(=O)NCCC1=CCCCC1
  4.2%, 5%, -7%, -6%, ?, -2%, 5%
17. Cc1cc(C)n(-c2ccc(Cl)c(C(=O)NCc3ccccc3)n2)n1
  -0.1%, 4%, 6%, -7%, ·, 1%, -15%
18. N#CC1=C(N)N2C(=C(C#N)C13CCCC3)Nc1ccccc12
  4.2%, 9%, 0%, -13%[9.22 µM], 8%[46 µM], 1%, -2%
19. COc1nc(NCc2ccc(Cl)cc2)nc(OC)n1
  -2.4%, -1%[38.3 µM], 6%, -6%, 10%, -2%, -10%[46.1 µM]
20. Cc1cc(C)c2c(n1)sc1c(-c3ccccc3)c(C#N)c(N)nc12
  3.6%, ?, 15%, -13%, 13%, -3%, -27%
21. COCCOC(=O)C1=C(N)OC2=C(C(=O)CC(C)(C)C2)C1c1cccnc1 (configuration not stated)
  0.9%, 19%[38.3 µM], 10%, -11%, 4%, -3%, 7%[46.1 µM]
22. CCN(CC)C(=S)SCC(=O)Nc1ccc(S(N)(=O)=O)cc1
  -1.5%, -8%, 9%, 12%, ·, -2%, 0%
23. N#C/C(=N\Nc1ccc(F)cc1)C(=N)N1CCCCC1
  -7.2%, 31%[38.3 µM], -7%, 16%, -2%, -13%, -4%[46.1 µM]
24. O=C(Nc1cccc2ncccc12)c1ccc(F)cc1
  0.0%, 3%, -5%, -12%, -12%, -2%, 26%
25. O=c1[nH]c(NC2CCCCC2)c([N+](=O)[O-])c(=O)[nH]1
  -0.9%, -1%, 8%, -6%, -3%, -1%, -1%
26. Cc1cc(C(=O)OCC(=O)Nc2ncc(C(F)(F)F)cc2Cl)c(C)o1
  -1.4%, 1%[38.3 µM], -5%, 1%, 4%, 2%, -8%[46.1 µM]
27. CCCCCCN(C(=O)CCCCCN1C(=O)NC(c2ccc(Cl)cc2)C(C(=O)OCc2ccccc2)=C1C)C(C(=O)NCCCC)c1ccc(OCC(=O)OC)c(C(=O)OC)c1 (configuration not stated)
  -2.0%&-1.4%, 14%&-6%, 12%[2.36 µM], -14%, 0%, -7%&-2%, -15%
28. CC(C)c1nc2oc3c(N(C)CCO)ncnc3c2c2c1CCC2
  1.0%, ·, -9%, -7%[9.22 µM], ·, ·, 28%
29. CC(C)NC(=O)COc1ccc(S(=O)(=O)N(C)Cc2ccccc2)cc1
  -1.2%, ·, 6%, -22%[9.22 µM], ·, ·, 11%
30. COc1ccccc1OCc1ccc(C(=O)N(C)C)o1
  -1.2%, -12%[38.3 µM], 6%, 20%, 2%, -7%, -2%[46.1 µM]
31. O=C(NCc1ccccn1)c1ccc(Cn2c(=S)[nH]c3ccc(Br)cc3c2=O)cc1
  ?, 1%, -3%, 3%, -10%[46 µM], 1%, -28%
32. Cc1ccc(-c2csc(=S)n2CC(=O)OCC(=O)NCc2ccc(F)cc2)cc1
  -2.3%, 52%[activator][38.3 µM], -6%, 6%, -6%, 1%, -13%[46.1 µM]
33. Cc1ccc(SCCC(=O)NCc2ccncc2)cc1
  1.2%, 13%, -2%, 24%[9.22 µM], ?, 1%, 2%
34. Cc1nonc1NC(=O)Nc1cccnc1
  1.0%, 0%[38.3 µM], 5%, -3%, -1%, -10%, -6%[46.1 µM]
35. CCOC(=O)C(C)(C)C(=O)C(C)(C)C(O)c1ccccn1 (configuration not stated)
  0.3%, -6%[38.3 µM], 5%, -2%, 13%, -7%, 0%[46.1 µM]
36. CC(C)C(C)(C#N)NC(=O)CSc1nnc(C(F)(F)F)n1C (configuration not stated)
  -2.6%, ?, 3%, 17%, 3%, -1%, -39%[46.1 µM]
37. O=C(NCC(c1ccco1)N1CCOCC1)c1ccc([N+](=O)[O-])cc1 (configuration not stated)
  -1.1%, -2%, 7%, 2%, ·, -1%, 5%
38. O=C(CC1SC(=Nc2ccc(OC(F)F)cc2)N(CCN2CCOCC2)C1=O)Nc1ccccc1 (configuration not stated)
  0.0%, ·, -6%, 14%[9.22 µM], ·, ·, -60%
39. Cc1cccc(NC(=O)CS(=O)(=O)c2c[nH]c3ccccc23)c1C
  -4.3%, -2%[38.3 µM], 4%, 23%, 2%, -3%, -7%[46.1 µM]
40. C[C@H](N)c1nnc(SCc2c(Cl)cccc2Cl)o1
  -2.9%, 19%[38.3 µM], 13%, -6%, -2%, -2%, 6%[46.1 µM]
41. CC1=C(CC(=O)c2ccc(Cl)cc2)C(=O)c2ccccc2C1=O
  6.3%, 11%[38.3 µM], 1%, 3.5µM*, ?, -5%, -7%[46.1 µM]
42. COCCNC(=O)C(OC(=O)c1ccco1)c1ccccc1OC (configuration not stated)
  -1.0%, 0%[38.3 µM], 2%, -4%, 9%, -2%, -1%[46.1 µM]
43. CCCC(c1nnnn1C(C)(C)C)N1CCN(c2ccccc2)CC1 (configuration not stated)
  1.9%, 19%, 1%, -5%[9.22 µM], 5%[46 µM], -3%, 29%
44. CC12CCC(C(=O)NCCN3CCCCC3)(CC1=O)C2(C)C (configuration not stated)
  -2.6%, -6%[38.3 µM], 0%, 13%, 7%, -4%, 22%[46.1 µM]
45. CCN(CC)S(=O)(=O)c1ccc(N2CCOCC2)c(NS(=O)(=O)c2ccc(C)cc2)c1
  -0.9%, 12%, -2%, 5%, ?, 3%, -1%
46. Cc1ccc(NC(=O)CCC(=O)OCC(F)(F)C(F)F)cc1
  -1.1%, 18%[38.3 µM], 4%, 1%, 1%, 6%, -8%[46.1 µM]
47. COc1ccccc1C(=O)Nc1ccccc1SC
  0.0%, 12%[38.3 µM], 15%, -1%, 12%, -4%, -7%[46.1 µM]
48. O=C(NNc1ccccc1[N+](=O)[O-])NC1CCCCC1
  -0.1%, 5%, -5%, 7%, -16%[9.22 µM], -1%, -5%
49. Cc1ccc(C(=O)CC2(O)C(=O)N(Cc3ccc4c(c3)OCO4)c3ccccc32)cc1 (configuration not stated)
  -3.7%, 19%[38.3 µM], -6%, 22%, ?, -1%, -22%[46.1 µM]
50. O=P1(c2ccccc2)C=Cn2c1cc1c2CCCC1 (configuration not stated)
  -2.5%, -8%[38.3 µM], -4%, -6%, ?, -2%, -13%[46.1 µM]
51. COc1cc(-c2nc(CN(C)C(C)c3ccncn3)c(C)o2)ccc1F (configuration not stated)
  3.6%, -1%, 2%, 12%, ·, 1%, 12%
52. Cc1ccc2c(Cl)cc(Cl)c(OCC(=O)NC(C)(C)C)c2n1
  1.3%, 0%, 4%, -20%, -17%[46 µM], -1%, -53%
53. O=C(c1ccccc1-c1nc(-c2ccccc2)no1)N1CCCC1
  0.1%, 4%, -3%, 8%, -10%, -1%, -5%[46.1 µM]
54. O=C(c1c[nH]c2ccc(F)cc2c1=O)N1CCCCCC1
  0.0%, 10%, 3%, -9%, 3%, 8%, -11%[46.1 µM]
55. CN1CCN(C(=O)/C(C#N)=C/c2ccc(F)cc2)CC1
  2.4%, ?, 7%, -5%, -3%[46 µM], -1%, -6%
56. O=C(NCc1ccncc1)c1cncc(Br)c1
  -1.5%, -3%, 14%, -5%, -14%[46 µM], -3%, 16%
57. COc1ccc(N2CC(C(=O)Nc3ccc(F)cc3F)CC2=O)cc1 (configuration not stated)
  0.0%, -4%[38.3 µM], 11%, -12%, -9%, 1%, -9%[46.1 µM]

This is a subset; rates above refer to the full screens.
